Assay outcomes (PubChem)
KCNH2 3.1 block – KCNH2 3.1 (human) potassium channel inhibition; U2OS KCNH2 3.1, thallium flux FluxOr; active compounds read low; activity change, % (tested at about 1.8 µM); 340,000 compounds, 0.95% hits;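 active = maximum activity change below -70%; inconclusive = maximum activity change from -70% to -50%; inactive = maximum activity change above -50%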;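 also: thallium influx rate constant from kinetic fluorescence after stimulation buffer; % is scaled to controls: 0 for no effect and ±100 for the full control effect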
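Channel expression came from 3.1 mutant virus (1.77 x 10^8 /mL) applied to suspended U2OS cells for 4 h. Flux was tracked with FluxOr dye plus Red40 quencher, and kinetic rate constants normalized to controls.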
Mito fusion act – mitochondrial division inhibition or fusion activation | 320,000 compounds, 0.23% hits | S. cerevisiae fusion-defective mutant growth rescue, CellTiterGlo 48 h | Potency, µM (highest dose often 46.1 µM), for the others: at the highest dose growth rescue (activation), actives largely listed as activators | AID 485298;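 also: potency is read from the fitted curve at half-maximal effect; % of control where 0% means no effect; nearly all actives have a fitted effect of over 45% in size; temperature-sensitive fusion mutants such as fzo1-1 at 37 °C on non-fermentable ethanol glycerol medium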
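Temperature-sensitive fusion-defective S. cerevisiae (e.g. fzo1-1, mgm1-5) were grown with compound in YPEG medium (3% ethanol, 3% glycerol) for 48 hours at 37C. Growth rescue was measured as viability by CellTiterGlo luminescence after 10 minutes at ambient.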
USP2a inh – blocks human ubiquitin-specific protease USP2a; O75604; USP2 core, Ub-CHOP2 coupled fluorogenic reporter, 485/531; Potency, µM (titrated, usually from 38.3 µM), inactives show at the top dose activity change, negative = inhibition, hits mostly inhibitors; 330,000 compounds, 0.01% hits; AID 463254;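 also: potency is read from the fitted curve at half-maximal effect; plate controls were DMSO wells for no effect and full inhibition by NEM control for full effect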
Target sequence (O75604 whole entry, looked up): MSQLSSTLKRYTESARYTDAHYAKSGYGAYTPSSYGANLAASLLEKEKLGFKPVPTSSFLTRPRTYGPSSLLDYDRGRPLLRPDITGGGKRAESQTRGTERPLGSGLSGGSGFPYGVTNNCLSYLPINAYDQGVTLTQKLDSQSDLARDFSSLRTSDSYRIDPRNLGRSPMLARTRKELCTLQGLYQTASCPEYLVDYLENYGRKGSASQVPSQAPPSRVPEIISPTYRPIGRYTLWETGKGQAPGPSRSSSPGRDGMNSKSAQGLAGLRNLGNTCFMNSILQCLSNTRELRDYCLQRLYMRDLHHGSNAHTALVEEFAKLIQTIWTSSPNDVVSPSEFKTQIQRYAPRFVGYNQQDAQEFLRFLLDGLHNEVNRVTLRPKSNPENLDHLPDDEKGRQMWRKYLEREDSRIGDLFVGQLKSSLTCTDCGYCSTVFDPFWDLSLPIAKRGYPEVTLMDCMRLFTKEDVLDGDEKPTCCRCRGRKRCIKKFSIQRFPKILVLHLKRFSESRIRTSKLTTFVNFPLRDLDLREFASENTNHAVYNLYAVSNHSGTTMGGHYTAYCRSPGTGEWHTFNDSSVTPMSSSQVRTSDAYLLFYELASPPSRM
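USP2 core (10nM final) preincubated 30min RT with compound in 20mM Tris-HCl pH 8.0, 2mM CaCl2, 2mM beta-mercaptoethanol, 0.05% CHAPS; 25nM Ub-CHOP2 plus 25nM reporter substrate added, fluorescence (Ex485/Em531) read after 60min.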
TRPV1 ag – activates the human vanilloid receptor TRPV1 | AID 540275 | TRPV1-expressing cells, Fluo-8 calcium influx, agonist mode | activation, % at 8.33 µM | 320,000 compounds, 0.19% hits | Q8NER1; in the data active = activation above about 80%; inconclusive = between about 30% and that limit; also: 0% is about no effect
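TRPV1-expressing cells were cultured overnight at 35.5C and loaded with Fluo-8 calcium dye for 40 to 90 min at room temperature. After a 10 s baseline, compound was added and calcium influx was read kinetically for 3 min (ex 480/em 520 nm).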
Eya2 phos inh – blocks the phosphatase activity of human Eya2; O00167; recombinant Eya2, OMFP fluorescence dephosphorylation (OMFP is methylfluorescein phosphate); Potency, µM (highest dose often 76.9 µM), for the others: at the highest dose activity, negative = inhibition, usual class: inhibitors; 330,000 compounds, 0.006% hits; also: potency is read from the fitted curve at half-maximal effect; % is scaled to controls: 0 for no effect and ±100 for the full control effect
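Eya2 (0.2 uM) preincubated 10 min at ambient with compound, then OMFP substrate added at 50 uM; 10 min reaction in 50 mM HEPES pH 7.5, 50 mM NaCl, 5 uM MgCl2, 0.05% BSA, 1 mM DTT. Fluorescence read at Ex 485/Em 525 nm.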
TSHR antag – antagonists of human thyroid stimulating hormone receptor | AID 504810 | 330,000 compounds, 0.2% hits | TSHR-expressing cells, TSH-stimulated cAMP HTRF, 2 h; active compounds read low | P16473 | activity change, negative = inhibition, % at 11.5 µM;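 active = activity change below a set negative limit, meaning inhibition stronger than a set level, cut at about -70% in these data; inconclusive = activity change between two set negative limits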; also: % is scaled to controls: 0 for no effect and ±100 for the full control effect
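Competitive HTRF cAMP read-out (cryptate anti-cAMP antibody, cAMP-d2; 30 min, room temperature) in freshly harvested TSHR cells. Compounds added before TSH at EC80 (4nM final), followed by 2 hours' incubation at 37 deg C.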
KCNH2 WT inh – blocks the wildtype human KCNH2 potassium channel; Q12809; U2OS, BacMam KCNH2, thallium flux FluxOr; active compounds read low; activity change, % at 1.84 µM; 340,000 compounds, 0.37% hits; AID 720551;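 active = maximum activity change below -70%; inconclusive = maximum activity change between -70% and -50%; inactive = maximum activity change above -50%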; also: % is scaled to controls: 0 for no effect and ±100 for the full control effect
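U2OS cells were transduced with wild-type KCNH2 virus (2.03 x 10^8 / mL) for 4 h at room temperature, then cultured overnight at 37 C. Thallium flux was read with FluxOr dye. Rate constants were normalized to DMSO controls.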
TCR act – T cell receptor activation. primary human leukocytes, anti-CD3, IL-2 HTRF, 48 h. Potency, µM (doses to about 9.22 µM), for the others: at the highest dose activation of IL-2 secretion, usual class: activators. 330,000 tested, under 10 active. AID 504894; also: % of control where 0% means no effect
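IL-2 release read by HTRF sandwich (Eu cryptate donor, d2 acceptor, 665 nm emission) after 48 hr exposure of primary human leukocytes to compound together with anti-CD3 beads in the absence of co-stimulatory signals.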
A-T KAP1 phos – potential ataxia-telangiectasia treatment | […] A-T fibroblasts, KAP-1 phosphorylation AlphaLISA; neocarzinostatin DNA damage 30 min before lysis | Potency, µM (top dose mostly 57.5 µM), inactives show at the top dose activation, hits mostly activators | 320,000 compounds, 0.19% hits | AID 485349; also: potency is read from the fitted curve at half-maximal effect; % of control where 0% means no effect; nearly all actives have a fitted effect of over 45% in size
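hTERT-immortalized A-T patient fibroblasts ([…]), 500 cells/well in OPTI-MEM, 1% FBS, got compounds for 60 min, then NCS for 30 min at 37C. Lysates were then assayed for phospho-KAP-1 by AlphaLISA (anti-pKAP1 donor, anti-KAP1 acceptor beads), 6 hr at 25C.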
ELG1 DNA repair – blocks ELG1-dependent DNA repair in HEK293T cells. AID 504467. Potency, µM (top dose mostly 46.1 µM), for inactives: at the top dose activity change, negative = inhibition, most hits filed as inhibitors. HEK293T ELG1-luciferase reporter, luminescence, 16 h; DNA damage induced by 5-fluorouridine. 330,000 compounds, 2.3% hits; also: potency is read from the fitted curve at half-maximal effect; % is scaled to controls: 0 for no effect and ±100 for the full control effect; nearly all actives have a fitted effect of over 55% in size
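DMSO vehicle served as the neutral condition. Each well held 2,000 cells given 5-fluorouridine plus compound; after 16 hr at 37 °C/5% CO2, ONE-Glo was added and luciferase measured 30 min later.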
* hit, by the source's call; i = inactive; ? = inconclusive; . = no result given; [ ] = dose if it differs, or a comment. Unless noted, calls follow the shape of the dose curve; as a rule, active = well fitted curve in the direction sought with a large enough effect; inconclusive = small, poorly fitted or top-dose-only effect, or another doubt; inactive = no such curve, though single readings can be large; an effect the other way counts as inactive or inconclusive. An excerpt; count on the stated rates, not on these rows.

SMILES	KCNH2 3.1 block	Mito fusion act	USP2a inh	TRPV1 ag	Eya2 phos inh	TSHR antag	KCNH2 WT inh	TCR act	A-T KAP1 phos	ELG1 DNA repair
COc1ccccc1N(C(=O)c1snc(C(N)=O)c1N)C(C(=O)NC1CCCC1)c1ccc(N(C)C)cc1 (centres undefined)	-20.1	-6.3%	-0.9%	24.1	-8.4%	-0.1	-16.1	0.0%	-1.9%	-7.6%
CCOC(=O)N1CCN(C2CCCN(C(=O)c3ccccc3C(F)(F)F)C2)CC1 (centres undefined)	6.5	1.3%	-0.1%	0.4	-0.9%	-0.5	2.8	6.2%	6.3%	-8.2%
COc1ccc(Nc2nc(-c3cccs3)cs2)cc1	4.1	-3.2%	1.9%	-1.6	-1.0%	-1.6	-10.0	1.0%	.	?
O=C(c1ccccc1)c1cnc2ccc(Cl)cc2c1N1CCOCC1	4.0	0.4%	3.2%	2.7	-1.4%	2.3	-11.4	-4.8%	1.0%	16.9%
CCS(=O)(=O)c1c(S(=O)(=O)CC)c2ccccn2c1C(N)=O	-2.2	-3.5%	-0.5%	-0.7	-23.6%	-4.5	.	-1.3%	0.3%	-4.8%
N#Cc1c(NC(=O)CSc2ncn[nH]2)sc2c1CCCCC2	-16.9	12.0%	3.6%	12.8	17.1%	-27.2	-15.8	.	-2.6%	?
Cc1ccccc1-n1c(SCC(=O)c2c(N)n(C3CC3)c(=O)[nH]c2=O)nnc1N1CCOCC1	-4.6	-6.7%	0.7%	-3.1	-3.2%	10.2	-7.0	0.6%	2.0%	-4.6%
C=C1CCN([C@H](C(=O)NCc2cc(OC)c(OC)c(OC)c2)C(C)C)S(=O)(=O)c2ccccc21	6.6	-0.5%	0.5%	-1.1	-3.3%	-3.6	-7.5	5.2%	5.4%	-7.8%
COc1ccc(O)c(CN2CCN(CCCc3ccccc3)C(CCO)C2)c1 (centres undefined)	-40.0	-2.0%	0.4%	-7.2	-2.0%	0.8	40.0	1.1%	1.0%	-24.9%
O=C(Cc1ccc(NS(=O)(=O)c2ccc(Cl)c(Cl)c2)cc1)NCCN1CCOCC1	-13.0	3.3%	0.6%	1.0	16.9%	8.1	7.3	1.6%	-2.2%	?
CC(C)CCNC(=O)Cn1c2c(c(-c3ccccc3Cl)cc1=O)CCC2	-4.3	-4.0%	0.0%	.	-10.2%	23.9	-8.6	-3.2%	28.6%	-25.6%
CCCCCCOc1ccc(N2C(=O)CC(N3CCN(CCN=CC4=C(O)CC(C)(C)CC4=O)CC3)C2=O)cc1 (centres undefined)	-2.3	10.6%	0.1%	1.6	-0.6%	7.2	-15.6	-2.5%	2.2%	-2.0%
COC(=O)CCC(=O)NNC(=O)c1cccc(Cl)c1	0.8	-0.5%	5.1%	-1.1	3.4%	6.0	-9.4	-8.0%	-10.0%	3.6%
Fc1cccc(Cl)c1CNCc1cccnc1	4.3	0.9%	-0.3%	-1.0	9.4%	-106.5*	-0.8	-1.3%	5.4%	3.8%
COc1ccc2cc(C3OCCO3)c(Cl)nc2c1	-1.4	-16.9%	8.1%	6.5	-3.7%	6.2	13.3	8.4%	2.3%	?
O=C(O)CCC(=O)NNC(=O)COc1cccc(Cl)c1	-6.5	1.5%	-3.4%	0.7	-6.4%	0.6	-5.6	-2.7%	11.8%	9.6%
Cc1ccc(C(=O)NCCC(=O)Nc2ccccc2C)cc1	-9.7	-0.4%	0.6%	-5.2	-2.8%	4.2	2.0	5.7%	3.8%	-3.4%
CC(C)(C)NC(=O)CN(C(=O)c1ccc(Cl)nc1)c1cccc2ccccc12	-31.3	0.6%	3.1%	1.8	-6.9%	-11.4	-7.9	-1.1%	11.7%	-0.5%
CCOC(=O)c1sc(NC(=O)CSC(=S)N2CCOCC2)nc1C	22.9	-3.4%	-3.0%	19.0	-6.1%	15.6	0.4	4.4%	-17.7%	-11.9%
COc1cc(C(C[N+](=O)[O-])c2c(C)cc3ccccn23)ccc1O (centres undefined)	-5.4	18.9%	-1.7%	-3.2	-0.8%	-16.0	4.4	5.7%	7.7%	13.6%
CC(C)CCNC(=O)[C@H](CC(C)C)NC(=O)[C@H]1O[C@@H]1C(=O)O	.	-7.3%	-1.8%	1.4	-1.7%	17.2	.	.	-0.9%	1.7%
CC(C)(O)P(=O)(O)CCc1ccccc1	11.1	-1.6%	-0.7%	-7.1	10.3%	-3.7	-0.7	-5.3%	-2.4%	12.2%
CCn1cc(C(=O)NCc2ccc(OC)cc2)c(=O)c2ccc(C)nc21	3.3	-0.9%	-0.4%	27.3	-13.0%	-4.0	-7.5	.	-4.6%	-7.2%
CC(C)(C)c1ccccc1NC(=O)CN1C(=O)NC(Cc2ccccc2)C1=O (centres undefined)	-4.9	10.1%	0.1%	-6.4	4.0%	8.4	6.3	-6.8%	7.6%	12.0%
N/C(CC(=O)Nc1ccc(F)cc1)=N\O	-6.7	1.4%	4.3%	-3.2	-4.2%	8.4	-14.1	2.0%[46.1 µM]	-0.4%	-4.4%
O=C(NN=Cc1c(F)cccc1F)c1ccccc1NS(=O)(=O)c1cccs1	0.7	.	-1.4%	.	3.9%	-4.2	-4.8	-3.4%[46.1 µM]	-3.8%	0.5%
CCn1c(COc2ccccc2C)nnc1SCC(=O)O	-7.6	2.2%	0.0%	.	-12.5%	-2.0	-9.8	-7.4%	10.5%	2.7%
O=S(=O)(Nc1ccc2c3c(cccc13)CC2)c1ccc(F)cc1	-30.4	10.8%	-3.8%	?	6.2%	23.6	5.1	-2.0%	9.3%	-14.2%
C[C@H]1CN([C@@H](C)CO)C(=O)c2cccc(NS(=O)(=O)c3ccc(F)cc3)c2O[C@H]1CN(C)S(=O)(=O)c1cn(C)cn1	7.0	.	1.7%	.	-3.1%	-4.3	0.1	0.5%	1.6%	24.1%
O=C(c1cccnc1)N1CCN(CCCc2ccccc2)CC1	2.1	-1.5%	0.1%	0.2	1.3%	24.0	-8.2	-2.2%	-10.7%	-2.9%
CCNC(=S)Nc1cccc(NC(=O)c2ccccc2O)c1	-3.9	-2.4%	0.9%	0.2	8.1%	4.4	0.6	3.2%	-1.7%	0.0%
COc1ccc(NC(C)=O)cc1NC(=O)CSc1nnc(C2CCCCC2)n1N	3.0	-0.7%	-1.2%	-3.2	2.6%	5.8	0.0	-3.1%	15.8%	1.4%
Cn1c(N)c(C(=O)COC(=O)CCCOc2ccc(Cl)cc2Cl)c(=O)n(C)c1=O	1.7	2.7%	4.6%	-0.4	1.9%	-5.0	i	1.3%	-1.4%	-0.7%
Cc1cc(C(=O)CSc2ncnc3ccccc23)c(C)n1C1CC1	5.3	1.2%	2.1%	1.6	-6.0%	-0.7	18.8	0.3%	-3.9%	?
CCN1CCN(C(=O)N(CC(=O)Nc2ccc(C(N)=O)cc2)S(=O)(=O)c2ccc(C)cc2)CC1	-2.8	5.1%	2.7%	3.2	-6.1%	-0.1	0.3	14.6%	14.1%	?
COc1ccc(Br)c(C(=O)NC(C)(C)CO)c1	12.7	1.4%	9.9%	-2.6	-2.3%	2.2	21.1	-1.0%	-1.0%	-8.5%
Cc1ccc2nc(C)cc(N3CCOCC3)c2c1	2.2	-0.2%	.	0.0	.	.	3.6	4.6%	.	.
CCN(Cc1cc2cc(OC)ccc2[nH]c1=O)C(=O)c1ccncc1	11.9	-4.6%	-0.5%	2.3	-17.6%	2.3	-4.2	9.5%	-8.0%	-1.0%
CCc1ccc(S(=O)(=O)N2CCN(C(=O)C3CCN(C(C)=O)CC3)CC2)cc1	3.9	1.8%	-1.4%	2.4	12.6%	17.1	-14.8	5.6%	2.4%	-18.0%
COc1ccccc1-c1ccc(SCc2ccccc2)nn1	-5.9	-6.3%	0.8%	5.3	-9.6%	-5.5	-4.5	-30.6%	9.5%	?
CC(C)C(=O)Nc1nnc(CSCc2ccccc2F)s1	-1.8	-0.1%	0.8%	-2.8	20.9%	-5.7	-8.6	-124.3%	2.5%	?
Cn1c(=O)c2c(nc(CN3CCC(C(N)=O)CC3)n2CCc2ccccc2)n(C)c1=O	3.8	-3.8%	-0.4%	-0.6	2.1%	-4.3	1.0	0.7%	2.4%	-21.7%
CCN(c1ccccc1)S(=O)(=O)c1ccc(Cl)c(NC(=O)COC(=O)c2ccc(O)cc2)c1	1.6	-0.2%	-1.0%	0.7	-9.5%	-3.0	-10.6	-1.2%[46.1 µM]	-0.3%	?
Cc1ccc(NC(=O)Cn2c(=O)n(CCCCC(=O)NCc3ccco3)c(=O)c3ccccc32)cc1	-6.3	-1.7%	1.9%	2.1	-10.4%	-8.5	4.2	-4.9%	0.4%	?
